# Screening results as filed in PubChem BioAssay.
# SENP6 block: blocks the human protease SENP6 | AID 2599 | Q9GZR1 | inhibition, % at 10 µM | Recombinant SENP6 catalytic domain, aminoluciferin luminescence | hit rate 1.8% among 330,000;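 active = inhibition above about 50% at the single tested dose, limit read from the data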;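 also: plate controls were DMSO wells with enzyme for no effect and DMSO wells lacking enzyme for full effect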
# MPTP block: blocks calcium-induced mitochondrial swelling | inhibition, % at 10 µM | hit rate 1.4% among 360,000 | isolated mouse mitochondria, Ca2+ swelling absorbance, 30 min | AID 602449;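 active = inhibition of 50% or more, scaled per plate between neutral and stimulator controls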;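 also: 0% = DMSO wells given calcium and 100% = 1 mM EGTA wells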
# SENP8 inh: blocks human SENP8 cleavage of Nedd8 substrate. hit rate 0.64% among 360,000. inhibition, % at 20 µM. Q96LD8. recombinant SENP8, Nedd8 substrate fluorescence; in the data active = inhibition mostly above about 40%, no sharp cut-off; inactive = mostly below about 27%
# Target sequence (Q96LD8 whole entry, looked up): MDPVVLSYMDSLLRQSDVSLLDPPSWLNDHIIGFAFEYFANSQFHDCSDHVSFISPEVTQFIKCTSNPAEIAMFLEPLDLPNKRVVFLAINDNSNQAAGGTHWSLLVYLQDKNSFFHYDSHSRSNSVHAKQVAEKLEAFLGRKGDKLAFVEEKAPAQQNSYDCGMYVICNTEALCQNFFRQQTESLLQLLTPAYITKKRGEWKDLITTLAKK
# ATG4B inh: ATG4B (human) cysteine protease inhibition; inhibition, % at 8.33 µM; AID 504462; ATG4B cleavage of LC3-PLA2, NBD-HPC fluorescence, 1 h; Q9Y4P1; hit rate 0.51% among 340,000; in the data active = inhibition above about 40%
# Target sequence (Q9Y4P1 whole entry, looked up): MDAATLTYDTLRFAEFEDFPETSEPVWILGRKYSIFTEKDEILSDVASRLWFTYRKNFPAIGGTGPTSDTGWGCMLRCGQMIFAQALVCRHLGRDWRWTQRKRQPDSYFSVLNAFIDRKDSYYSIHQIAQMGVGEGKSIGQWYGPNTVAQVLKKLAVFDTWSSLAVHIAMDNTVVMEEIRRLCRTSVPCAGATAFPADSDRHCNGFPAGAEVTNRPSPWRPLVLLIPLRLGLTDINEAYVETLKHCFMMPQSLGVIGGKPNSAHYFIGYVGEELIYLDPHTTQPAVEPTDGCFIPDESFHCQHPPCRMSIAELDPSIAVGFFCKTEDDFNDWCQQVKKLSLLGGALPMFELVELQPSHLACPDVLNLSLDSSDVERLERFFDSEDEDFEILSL
# GRIN3A LBD mod: NR3A (human) ligand-binding domain modulation; AID 1259313; NR3A LBD differential scanning fluorimetry, Tm shift; 0% = protein alone, 100% = glycine-bound protein; Tm shift relative to glycine control, % at 25 µM; hit rate 2.5% among 340,000;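 active = melting temperature shift of at least 10% of the positive control shift, at one fixed dose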
# PfGluPho inh: PfG6PD (Plasmodium falciparum) enzyme inhibition; PfGluPho enzyme, NADPH resazurin-diaphorase fluorescence; inhibition, % at 20 µM; hit rate 0.78% among 350,000; AID 504690;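 active = inhibition reaching at least a set limit at 20 µM in the primary screen, cut at about 59% in these data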;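 also: 0% = DMSO wells with substrate and 100% = DMSO wells lacking glucose-6-phosphate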
# SENP7 block: SENP7 protease inhibition. AID 434973. recombinant SENP7, Z-RLRGG-aminoluciferin luminescence, 40 min. hit rate 1.5% among 330,000. Q9BQF6. inhibition, % at 5 µM;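 active = inhibition above about 50% at the single test dose, limit read from the data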;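 also: plate controls were DMSO with enzyme for no effect and no enzyme buffer wells for full effect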
# Target sequence (Q9BQF6 706-1050 limits assumed): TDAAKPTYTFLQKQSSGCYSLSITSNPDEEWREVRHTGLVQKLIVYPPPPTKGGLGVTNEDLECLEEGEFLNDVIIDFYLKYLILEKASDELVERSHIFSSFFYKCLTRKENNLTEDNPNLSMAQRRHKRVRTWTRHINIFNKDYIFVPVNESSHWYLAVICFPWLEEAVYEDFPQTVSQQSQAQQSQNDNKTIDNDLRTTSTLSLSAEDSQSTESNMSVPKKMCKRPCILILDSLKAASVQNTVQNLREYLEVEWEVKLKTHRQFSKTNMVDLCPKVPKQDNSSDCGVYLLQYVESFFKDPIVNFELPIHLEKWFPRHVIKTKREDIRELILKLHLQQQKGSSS
# HKDC1 inh: blocks human hexokinase HKDC1 activity | Q2TB90 | recombinant HKDC1, G6PDH/diaphorase resazurin coupled fluorescence | inhibition, % at 20 µM | hit rate 0.16% among 340,000 | AID 493160;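 active = inhibition above about 35% when tested at 20 µM, limit read from the data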;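 also: plate controls were DMSO wells with enzyme for no effect and DMSO wells lacking enzyme for full effect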
#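 Material – in-house recombinant HK5 (HKDC1) enzyme · Quantity – HKDC1 at 5 µg/mL · Buffer or medium – pH 8.0 Tris buffer with 10 mM MgCl2 · Reagent – glucose with 1 mM ATP · Dosing – single 20 µM dose · Times – reaction time 90 min, room temperature, protected from light · Technique – resorufin fluorescence at 613 nm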
# Active calls of the source: *; x = no result given. Rows were taken by chance; any-hit rate near 6.9%.
structure	SENP6 block	MPTP block	SENP8 inh	ATG4B inh	GRIN3A LBD mod	PfGluPho inh	SENP7 block	HKDC1 inh
C=CCOC(=O)C1C(=O)CC(C)(O)C(C(=O)OCC=C)C1c1ccc(OC)cc1 (stereo unspecified)	-15	-2.7	15	-7	1	-5	12	-3
COc1ccccc1C1OC2=C(Nc3ccc([N+](=O)[O-])cc3N2)C1=O (stereo unspecified)	11	0.0	18	0	-7	0	8	8
CCOc1ccc(S(=O)(=O)N2CCCC(C(=O)NCC3CCCO3)C2)cc1 (stereo unspecified)	-5	0.4	4	3	0	-19	-11	1
CC1CC(C)CN(C(=O)CSc2nnc(-c3ccc(Cl)s3)o2)C1 (stereo unspecified)	3	-0.8	-102	5	3	-6	3	5
CCOC(=O)c1c(C)n(C)c2ccc(OCC(O)CN3CCCCCC3)cc12 (stereo unspecified)	-1	-0.2	22	-4	-2	-3	0	5
O=C(c1sc2ccccc2c1Cl)N1CCN(c2ccccc2F)CC1	3	0.3	18	14	-1	-1	-4	-5
CN(C)c1nc(OCC(=O)NC(C)(C)C)nc(N(C)C)n1	-20	-2.5	7	-14	0	4	3	-5
CCS(=O)(=O)c1nc(S(=O)(=O)c2ccc(C)cc2)c(N2CCC3(CC2)OCCO3)s1	5	-0.6	23	-1	0	-8	-2	0
NC(=O)c1cc(S(=O)(=O)NCCc2ccc(Cl)cc2)cs1	-6	-1.9	8	-5	1	7	0	-2
CCSc1ncc(Cl)c(C(=O)Nc2sc3c(c2C(=O)NCc2cccnc2)CCCC3)n1	-16	3.4	16	-13	-6	10	1	-11
COc1ccc(C(=O)NCc2ccc(N3CCN(C(=O)OC(C)(C)C)CC3)cc2)cc1	-1	4.9	1	4	0	-11	6	-1
COc1ccc(NC(=O)c2cc3nc(-c4ccccc4)cc(C)n3n2)cc1OC	14	2.1	-11	-17	-1	10	-1	5

# One compound at a time, as listed above. Screens in order: SENP6 block | MPTP block | SENP8 inh | ATG4B inh | GRIN3A LBD mod | PfGluPho inh | SENP7 block | HKDC1 inh
# CC1CC(C)CN(C(=O)CSc2nnc(-c3ccc(Cl)s3)o2)C1 (stereo unspecified) across the screens: 3 | -0.8 | -102 | 5 | 3 | -6 | 3 | 5
# CCOC(=O)c1c(C)n(C)c2ccc(OCC(O)CN3CCCCCC3)cc12 (stereo unspecified) across the screens: -1 | -0.2 | 22 | -4 | -2 | -3 | 0 | 5

# (further entries)
structure	SENP6 block	MPTP block	SENP8 inh	ATG4B inh	GRIN3A LBD mod	PfGluPho inh	SENP7 block	HKDC1 inh
COc1ccc(/C=C(/NC(=O)c2cccs2)C(=O)NCc2ccco2)cc1OC	-13	-0.5	13	6	-1	-9	-12	2
CC(C)/C=C/C(=O)N1CCCC(N2CCN(c3ccccc3F)CC2)C1 (stereo unspecified)	3	-0.2	4	16	-5	7	3	-3
O=C(COC(=O)c1ccc(O)cc1)NCCc1c[nH]c2ccccc12	12	0.5	3	-13	6	5	0	-5
CCOC(=O)c1c(C(C)(C)C)oc2ccc(O)cc12	3	4.5	-1	2	-8	4	1	-1
Cc1oc(-c2ccc(Cl)cc2)nc1CS(=O)CC(=O)NCCN1CCCCCC1 (stereo unspecified)	-9	-0.3	11	4	1	0	-20	-3
O=C(CSCCS(=O)(=O)c1ccc(Cl)cc1)Nc1ccccc1	-17	10	17	-5	2	-14	-5	-3
Cc1ccnc(Sc2ncccc2[N+](=O)[O-])n1	-6	2.2	12	-3	1	-2	-1	-4
CC(C)(C)OC(=O)N[C@H](C(=O)OC(C)(C)C)c1ccc(C(F)(F)F)cc1	2	11	14	10	-1	-2	-5	-5
O=C(N/N=C/c1ccc2c(c1)OCO2)c1cccs1	76*	-0.5	-148	-5	-36	-11	89*	9
CC(/C=C/c1ccc(C)o1)=C\C(=O)O	-1	0.0	2	-1	1	29	11	-3
CC(=O)c1c(N2CCN(CCO)CC2)nc(=S)n(-c2ccccc2)c1C	0	-0.9	-4	3	-1	-18	6	-6
O=S(=O)(Nc1ccccc1)c1ccc(Oc2ncc(C(F)(F)F)cc2Cl)cc1	-3	38	29	-17	8	12	-2	3
CCN(c1cccc(C)c1)S(=O)(=O)c1ccc(-c2cc(C)no2)s1	7	1.3	9	-2	-16	-8	-5	0
CCNC(=O)n1nccc1C(C)Oc1cccc(C(F)(F)F)c1 (stereo unspecified)	6	3.1	6	-7	0	1	0	-4
CCOC(=O)N1CCN(C(=O)c2cnsn2)CC1	-7	-0.7	6	7	5	0	3	-3
Cc1cc(=O)[nH]c(SCc2ccccc2)n1	-3	-0.3	8	4	-1	-4	-11	-1
O=C(Nc1ccc([N+](=O)[O-])cc1)Nc1ccc2c(c1)OCCO2	0	95*	17	-7	21*	8	12	-13
NC(=O)c1ccsc1NC(=O)C1CCN(S(=O)(=O)c2cccs2)CC1	-14	-1.1	-2	-8	6	-6	-6	-1
COC(=O)/C=C/C(=O)N1CCN(c2ccccc2C)CC1	-15	0.2	6	-7	1	-4	-6	1
Cc1ccccc1NC(=O)Cn1nc(C)c2ccccc2c1=O	8	0.0	11	-11	2	12	0	-4
Cc1ccccc1C(=O)Nc1ccc(Br)cn1	59*	0.2	6	10	2	-3	51*	-10
Cc1cc(O)c(C(C)C)cc1NC(=S)Nc1cc(C(C)C)c(O)cc1C	x	1.1	29	0	-7	49	x	8
CCOC(=O)N1CCN(Cc2nc3cc(NC(=O)c4ccco4)ccc3n2CC)CC1	7	-1.4	4	-3	-1	-3	-1	-10
Cc1ccc(OCc2ccc(C(=O)NCc3cccnc3)cc2)cc1C	8	24	-7	-15	-6	-10	3	8
O=C1NC(=Nc2ccccc2)S/C1=C/c1cccnc1	7	1.4	-6	11	-8	-9	1	-2
CCOc1ccccc1NC(=O)CN(c1ccc(OC)cc1)S(=O)(=O)c1c(C)noc1C	-2	2.1	4	-4	1	15	6	-5
C=CCNC(=O)c1ccccc1CCc1ccccc1	-1	-1.1	9	-14	0	-12	-3	-1
CCOC(=O)N1CCN(C(=O)C2CCN(S(=O)(=O)c3ccc(Br)s3)CC2)CC1	-4	0.5	12	-7	1	-15	0	-2
O=C(Nc1ccccc1N1CCOCC1)c1ccccc1NS(=O)(=O)c1ccc(F)cc1	3	5.4	-85	6	-7	-19	-3	-5
O=C(Nc1nnc(-c2ccc3c(c2)OCCO3)o1)C1CCCCC1	-17	-0.3	13	3	-2	-4	7	0
COc1ccc(C(CNC(=O)CCNS(=O)(=O)c2ccc(C)cc2)N2CCOCC2)cc1 (stereo unspecified)	-18	-1.2	6	-3	-1	12	17	-5
O=C(NCCN1C(=O)S/C(=C\c2cccnc2)C1=O)c1cccc(OC(F)F)c1	-11	2.4	22	26	2	34	-3	-9
COCCn1c(N)c(C(=O)OCc2ccccc2)c2nc3ccccc3nc21	73*	3.4	-284	-8	-6	14	45	8
CCCCN(C(=O)CN1CC(C)OC(C)C1)c1c(N)n(CC(C)C)c(=O)[nH]c1=O (stereo unspecified)	-19	0.0	-7	1	5	5	-2	-11
Cc1ccc(SC(C)C(=O)NCC(C)C)cc1 (stereo unspecified)	-12	0.9	6	-3	2	4	10	-9
Cc1occc1-c1nnc(SCC(=O)N2CCCCC2)n1C	-11	0.1	4	0	0	-6	13	-4
CC1CCCCC12NC(=O)N(CC(=O)c1ccc3c(c1)OCO3)C2=O (stereo unspecified)	-3	-1.1	-14	-2	1	-5	-6	-2
CN1CCN(C(=O)c2ccc3c(=O)n(Cc4ccco4)c(=S)[nH]c3c2)CC1	-4	-0.4	17	-5	1	13	5	-2
Cc1ccc(Nc2ccc(S(=O)(=O)N3CCOCC3)cc2[N+](=O)[O-])c(C)c1	-6	1.1	23	2	-6	-9	5	-2
COc1c(C=NNC(N)=O)c(OC)c(OC)c2c1CCO2	x	-2.3	-3	-4	0	-15	x	-3
CCC1CCCCN1CCCNC(=O)Cn1c(=O)c2cccn2c2cccnc21 (stereo unspecified)	2	-1.7	-17	-13	10	1	-13	3
COCc1c(C(=O)N2CCN(CCOc3ccccc3)CC2)oc2ccccc12	4	-0.4	5	6	0	-7	0	-3
CCOc1cc(S(=O)(=O)NCCCN2CCOCC2)c(C)cc1C	6	0.4	8	-3	2	14	2	-4
CC(=O)c1cccc(NC(=O)CN2CCc3cc4c(cc3C2)OCCCO4)c1	3	2.6	-4	-31	-5	0	-13	-5
CCOC1=CC(=O)N(Cc2ccccc2)C1	1	0.8	6	4	0	-16	5	-2
CC(Oc1ccccc1)c1ccnn1S(C)(=O)=O (stereo unspecified)	-4	1.3	20	0	0	2	-7	1
COc1cc2c(cc1NC(=O)c1cccnc1)CCCC2	-4	3.1	17	-10	4	-14	5	5
O=C(Nc1ccc(N2CCN(C(=O)c3ccco3)CC2)cc1)C(c1ccccc1)c1ccccc1	-8	-4.7	11	0	-4	2	4	5
COc1ccc(Cl)cc1NS(=O)(=O)c1cccc(C(=O)NCC2CCCO2)c1 (stereo unspecified)	-6	-2.2	2	-1	3	0	3	0
COc1ccc2c(c1)-c1c(sn(-c3ccccc3)c1=S)C(C)(C)N2	2	1.5	12	0	2	20	-8	-3
CCCc1cc(=O)oc2c(C)c(OCC(=O)Nc3ccc(CN4CCOCC4)cc3)ccc12	-6	0.3	-62	2	-7	-2	-8	5
Cc1ccc(C)c(C(=O)CSc2n[nH]c(C)n2)c1	9	1.1	5	3	2	43	6	-6
C=CCOc1ccc(/C=C/C(=O)OCC(=O)N(C)CC(=O)Nc2ccccc2Cl)cc1	-4	-2.3	8	-5	2	10	5	-2
O=C(Cc1coc(-c2ccc(F)cc2)n1)NCc1ccccc1	-62	-6.1	-21	-1	0	-11	-4	-6
COc1cccc(Nc2nc(-c3cccnc3)cs2)c1	44	0.8	8	-5	-2	10	38	2
CC1=Nc2ccccc2N=C(NC(=O)c2ccccc2)C1c1ccc(Cl)cc1 (stereo unspecified)	-2	-0.8	9	-7	-5	6	-11	-6
O=C(O)C1C2C=CC3(CN(Cc4ccccn4)C(=O)C13)O2 (stereo unspecified)	3	-0.7	2	-11	0	-5	6	-1
CC(C)OC(=O)Cn1c(-c2ccccc2)c(-c2ccccc2)nnc1=O	7	2.6	4	1	-1	25	5	-6
COc1ccc(C(=O)N2CCOC2CNC(=O)C(=O)NCCc2ccc(OC)c(OC)c2)cc1 (stereo unspecified)	-2	0.2	4	2	5	-16	11	-5
NC(=O)N/N=C/c1cn(-c2ccccc2)nc1-c1cccnc1	-9	x	x	7	-1	0	-3	-3

# (listing goes on)
structure	SENP6 block	MPTP block	SENP8 inh	ATG4B inh	GRIN3A LBD mod	PfGluPho inh	SENP7 block	HKDC1 inh
COc1cc(C(=O)Oc2cccc(/C=N/NC(=O)c3cccnc3)c2)cc(OC)c1OC	3	-2.1	9	-9	-2	9	-4	-6
Cc1cccc(/C(N)=N/OC(=O)c2cccc3ccccc23)c1	87*	0.4	-132	x	x	x	87*	x
c1ccc(CCc2nc(-c3ccccn3)no2)cc1	-7	0.5	11	5	0	-3	-3	0
CC1=NN(c2ccc(Cl)cc2)C(=O)C1	11	0.0	14	5	0	13	10	-9
CCCCn1c(CN2C(=O)c3ccccc3C2=O)nc2ccccc2c1=O	2	0.2	8	6	-2	-3	3	-1
Cc1cc(C)cc(NC(=O)Cn2nnc(C(=O)NCc3cccs3)c2N)c1	-5	1.5	3	12	-3	-3	-8	2
Cc1ccc(NS(=O)(=O)c2ccc(C(=O)NCc3ccccn3)cc2)cc1	-16	-0.2	-26	-5	14*	9	-14	-1
CCCCN1/C(=C/c2cccc[n+]2C)Sc2cc(NC(C)=O)ccc21	-21	-0.5	14	-8	0	-2	6	-1
COC(=O)c1ccc(N2CCOCC2)c(NC(=O)c2cccnc2)c1	-5	-1.5	-1	0	0	-4	2	-4
